High-throughput results: PubChem, Broad Institute
T cruzi intra – intracellular Trypanosoma cruzi inhibition | activity score (inhibition), % at 5.01 µM | AID 651903 | intracellular Trypanosoma cruzi in host cells, plate reader | 22,000 tested, 4.9% active; in the data active = activity score above about 55%;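 note: parasites and compound incubated about four days before reading; 0% = median of neutral control wells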
INS-1E ATP HTS – INS-1E beta cell protection from cytokine death; INS-1E cytokine-induced death, ATP luminescence, 48 h; normalised: neutral wells 0, positive control 100; protection from cytokine-induced ATP loss, % at 10 µM; 20,000 tested, 0.1% active; AID 488910;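 active = mean replicate protection from cytokine-induced ATP loss at least 50% and at least 75% of replicates each reaching 50%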
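assay system = INS-1E rat insulinoma cells | amount = 8000 cells per well | medium = phenol-red-free RPMI with 5% fetal bovine serum | doses = one compound concentration, pin transfer | timing = 48 h cytokine plus compound treatment, 10 min reagent incubation | also added = IL-1β, TNF-α and IFN-γ cytokine mix | signal = CellTiter-Glo luminescence measuring cellular ATP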
* = called active by the depositor.

`C[C@H](CO)N1C[C@H](C)[C@@H](CN(C)Cc2ccc3c(c2)OCO3)Oc2c(NS(=O)(=O)c3ccc(F)cc3)cccc2C1=O` gave T cruzi intra -9.7 and INS-1E ATP HTS 5.2.
For C[C@H](CO)N1C[C@H](C)[C@@H](CN(C)Cc2ccc(Cl)c(Cl)c2)Oc2c(NS(=O)(=O)c3ccc(F)cc3)cccc2C1=O the results were T cruzi intra 12.2 and INS-1E ATP HTS -5.1.
`COc1ccc(S(=O)(=O)N(C)C[C@@H]2Oc3ccc(NC(=O)Nc4ccc5c(c4)OCO5)cc3CC(=O)N([C@H](C)CO)C[C@@H]2C)cc1` gave T cruzi intra 2.8 and INS-1E ATP HTS -3.9.
`COc1ccc(S(=O)(=O)N(C)C[C@@H]2Oc3ccc(NC(=O)Nc4c(C)noc4C)cc3CC(=O)N([C@@H](C)CO)C[C@@H]2C)cc1` gave T cruzi intra -4.9 and INS-1E ATP HTS 9.4.
`C[C@@H]1CN([C@@H](C)CO)C(=O)c2cccc(NS(=O)(=O)c3cn(C)cn3)c2O[C@H]1CN(C)C` gave T cruzi intra -29.1 and INS-1E ATP HTS 5.0.
Screening Cc1noc(C)c1S(=O)(=O)Nc1cccc2c1O[C@H](CN(C)C)[C@H](C)CN([C@@H](C)CO)C2=O returned T cruzi intra -13.0 and INS-1E ATP HTS -0.3.
`C[C@H]1CN([C@@H](C)CO)C(=O)c2cccc(NC(=O)c3nc4ccccc4s3)c2O[C@@H]1CN(C)C(=O)Nc1ccc2c(c1)OCO2` gave T cruzi intra -0.1 and INS-1E ATP HTS 2.9.
`C[C@H](CO)N1C[C@H](C)[C@H](CN(C)C(=O)Nc2ccc3c(c2)OCO3)Oc2ccc(NC(=O)NC3CCCCC3)cc2C1=O` gave T cruzi intra 6.2 and INS-1E ATP HTS 1.1.
For C[C@@H]1CN([C@@H](C)CO)C(=O)c2cccc(NC(=O)c3cnccn3)c2O[C@H]1CN(C)S(=O)(=O)c1cn(C)cn1 the results were T cruzi intra -27.1 and INS-1E ATP HTS 5.1.
For Cc1ccc(S(=O)(=O)N(C)C[C@@H]2Oc3c(NC(=O)Nc4ccccc4)cccc3C(=O)N([C@@H](C)CO)C[C@@H]2C)cc1 the results were T cruzi intra -57.9 and INS-1E ATP HTS -14.2.

3 compounds already listed, sorted by heavy-atom count, highest first:
`C[C@H]1CN([C@@H](C)CO)C(=O)c2cccc(NC(=O)c3nc4ccccc4s3)c2O[C@@H]1CN(C)C(=O)Nc1ccc2c(c1)OCO2` gave T cruzi intra -0.1 and INS-1E ATP HTS 2.9.
`C[C@H](CO)N1C[C@H](C)[C@@H](CN(C)Cc2ccc3c(c2)OCO3)Oc2c(NS(=O)(=O)c3ccc(F)cc3)cccc2C1=O` gave T cruzi intra -9.7 and INS-1E ATP HTS 5.2.
For C[C@@H]1CN([C@@H](C)CO)C(=O)c2cccc(NC(=O)c3cnccn3)c2O[C@H]1CN(C)S(=O)(=O)c1cn(C)cn1 the results were T cruzi intra -27.1 and INS-1E ATP HTS 5.1.

Three entries drawn at random from those above, as already listed:
For C[C@H](CO)N1C[C@H](C)[C@@H](CN(C)Cc2ccc(Cl)c(Cl)c2)Oc2c(NS(=O)(=O)c3ccc(F)cc3)cccc2C1=O the results were T cruzi intra 12.2 and INS-1E ATP HTS -5.1.
For Cc1ccc(S(=O)(=O)N(C)C[C@@H]2Oc3c(NC(=O)Nc4ccccc4)cccc3C(=O)N([C@@H](C)CO)C[C@@H]2C)cc1 the results were T cruzi intra -57.9 and INS-1E ATP HTS -14.2.
`COc1ccc(S(=O)(=O)N(C)C[C@@H]2Oc3ccc(NC(=O)Nc4ccc5c(c4)OCO5)cc3CC(=O)N([C@H](C)CO)C[C@@H]2C)cc1` gave T cruzi intra 2.8 and INS-1E ATP HTS -3.9.

(more compounds)
Screening COc1ccc(NC(=O)Nc2ccc3c(c2)CC(=O)N([C@@H](C)CO)C[C@H](C)[C@H](CN(C)Cc2ccc(Oc4ccccc4)cc2)O3)cc1 returned T cruzi intra 16.4 and INS-1E ATP HTS -24.2.
Screening C[C@H]1CN([C@@H](C)CO)C(=O)Cc2cc(NC(=O)Nc3cccc4ccccc34)ccc2O[C@@H]1CN(C)S(=O)(=O)c1ccc(F)cc1 returned T cruzi intra -22.2 and INS-1E ATP HTS 5.8.
C[C@@H]1CN([C@H](C)CO)C(=O)Cc2cc(NC(=O)Nc3ccc(C(F)(F)F)cc3)ccc2O[C@@H]1CN(C)Cc1ccc(C(=O)O)cc1 was read as T cruzi intra -16.6 and INS-1E ATP HTS -1.3.
Screening C[C@H](CO)N1C[C@H](C)[C@H](CN(C)C(=O)Nc2ccc(C(F)(F)F)cc2)Oc2c(NC(=O)Nc3ccc4c(c3)OCO4)cccc2C1=O returned T cruzi intra 34.4 and INS-1E ATP HTS -18.0.
`C[C@H](CO)N1C[C@H](C)[C@@H](CN(C)C(=O)C2CCCCC2)OCc2cnnn2CCCC1=O` gave T cruzi intra -4.9.
For C[C@@H]1CN([C@@H](C)CO)C(=O)c2cc(NS(=O)(=O)c3ccc(Cl)cc3)ccc2O[C@H]1CN(C)C the results were T cruzi intra -13.4 and INS-1E ATP HTS 4.2.
For C[C@@H]1CN([C@H](C)CO)C(=O)c2cc(NC(=O)Cn3cnnn3)ccc2O[C@@H]1CN(C)S(=O)(=O)c1cn(C)cn1 the results were T cruzi intra -23.3 and INS-1E ATP HTS 15.9.
`COc1ccc(/C=N/NC(=O)c2ccccn2)cc1` gave T cruzi intra -14.2 and INS-1E ATP HTS -10.7.
For C[C@@H]1CN([C@H](C)CO)C(=O)c2cc(NC(=O)CCCCCC(=O)Nc3ccccc3N)ccc2O[C@@H]1CN(C)S(=O)(=O)c1ccc(Cl)cc1 the results were T cruzi intra 15.5 and INS-1E ATP HTS -9.8.
C[C@@H]1CN([C@H](C)CO)C(=O)c2cc(NC(=O)NC3CCCCC3)ccc2O[C@@H]1CN(C)S(=O)(=O)c1ccc(F)cc1 was read as T cruzi intra 10.5 and INS-1E ATP HTS -2.6.
Screening C[C@@H]1CN([C@@H](C)CO)C(=O)c2cc(NC(=O)Nc3ccc(F)cc3)ccc2O[C@H]1CN(C)Cc1ccncc1 returned T cruzi intra -14.5 and INS-1E ATP HTS 1.3.
For CC(C)NC(=O)Nc1ccc2c(c1)C(=O)N([C@H](C)CO)C[C@H](C)[C@@H](CN(C)C)OCCCC[C@@H](C)O2 the results were T cruzi intra -25.2 and INS-1E ATP HTS 15.2.
COc1ccc(NC(=O)Nc2cccc3c2O[C@H](CN(C)C(=O)Nc2ccc4c(c2)OCO4)[C@@H](C)CN([C@@H](C)CO)C3=O)cc1 was read as T cruzi intra -14.7 and INS-1E ATP HTS 3.0.
`C[C@@H]1CN([C@H](C)CO)C(=O)CCCn2nncc2CO[C@@H]1CN(C)C(=O)Nc1ccc(C(C)(C)C)cc1` gave T cruzi intra 1.5.
Cc1ccc(S(=O)(=O)N(C)C[C@@H]2Oc3ccc(NS(=O)(=O)c4ccccc4)cc3C(=O)N([C@@H](C)CO)C[C@@H]2C)cc1 was read as T cruzi intra -2.9.
Screening C[C@@H]1CCCCO[C@H](CN(C)C(=O)C2CCCCC2)[C@@H](C)CN([C@H](C)CO)C(=O)c2cc(NC(=O)Nc3ccc(F)cc3)ccc2O1 returned T cruzi intra 13.0 and INS-1E ATP HTS -8.9.
For COc1ccc(NC(=O)Nc2ccc3c(c2)C(=O)N([C@H](C)CO)C[C@H](C)[C@H](CN(C)Cc2ccncc2)O3)cc1 the results were T cruzi intra -5.8 and INS-1E ATP HTS -2.3.
C[C@H](CO)N1C[C@H](C)[C@@H](CN(C)S(=O)(=O)c2ccccc2)Oc2c(NC(=O)Nc3ccc(C(F)(F)F)cc3)cccc2C1=O was read as T cruzi intra 6.5 and INS-1E ATP HTS -3.4.
C[C@H](CO)N1C[C@H](C)[C@H](CN(C)S(=O)(=O)c2ccc(Cl)cc2)Oc2ccc(NC(=O)Cc3ccccc3)cc2C1=O was read as T cruzi intra 12.3 and INS-1E ATP HTS -3.9.
`C[C@H](CO)N1C[C@H](C)[C@H](CN(C)S(=O)(=O)c2cccs2)Oc2ccc(N(C)C)cc2C1=O` gave T cruzi intra -12.2 and INS-1E ATP HTS -13.3.
For Cc1noc(C)c1S(=O)(=O)Nc1cccc2c1O[C@H](CN(C)Cc1ccc(C(=O)O)cc1)[C@H](C)CN([C@H](C)CO)C2=O the results were T cruzi intra -1.5 and INS-1E ATP HTS 5.6.
For Cc1noc(C)c1S(=O)(=O)Nc1ccc2c(c1)C(=O)N([C@H](C)CO)C[C@H](C)[C@@H](CN(C)S(=O)(=O)c1ccccc1)OCCCC[C@@H](C)O2 the results were INS-1E ATP HTS 11.2.
COc1ccc(S(=O)(=O)N(C)C[C@H]2Oc3ccc(NC(=O)Nc4ccc(F)cc4)cc3C(=O)N([C@@H](C)CO)C[C@@H]2C)cc1 was read as T cruzi intra -15.4 and INS-1E ATP HTS 2.3.
C[C@@H]1CN([C@@H](C)CO)C(=O)c2cc(NC(=O)Nc3ccccc3)ccc2O[C@@H]1CN(C)Cc1ccccc1 was read as T cruzi intra -3.5.
Cc1ccc(S(=O)(=O)N(C)C[C@@H]2Oc3c(NC(=O)c4cnccn4)cccc3C(=O)N([C@H](C)CO)C[C@H]2C)cc1 was read as T cruzi intra 4.4 and INS-1E ATP HTS 2.1.
Screening C[C@@H]1CN([C@@H](C)CO)C(=O)c2cc(NC(=O)Nc3cccc4ccccc34)ccc2O[C@@H]1CN(C)S(=O)(=O)c1cn(C)cn1 returned T cruzi intra -1.6 and INS-1E ATP HTS 2.2.
For C[C@@H]1CN([C@H](C)CO)C(=O)c2cc(NS(=O)(=O)c3ccccc3)ccc2O[C@H]1CN(C)C(=O)Nc1ccccc1 the results were T cruzi intra -0.6 and INS-1E ATP HTS -3.9.
C[C@@H]1CN([C@@H](C)CO)C(=O)CCCn2nncc2CO[C@@H]1CN(C)CC1CCCCC1 was read as T cruzi intra 3.3.
C[C@@H]1CN([C@H](C)CO)C(=O)CCCn2nncc2CO[C@@H]1CN(C)Cc1ccccc1C(F)(F)F was read as T cruzi intra 8.4.
`Cc1ccc(S(=O)(=O)Nc2ccc3c(c2)CC(=O)N([C@H](C)CO)C[C@@H](C)[C@H](CN(C)C(=O)Nc2ccccc2)O3)cc1` gave T cruzi intra -28.7 and INS-1E ATP HTS 10.9.
COc1ccc(S(=O)(=O)N(C)C[C@H]2Oc3ccc(NS(=O)(=O)c4cccs4)cc3C(=O)N([C@@H](C)CO)C[C@@H]2C)cc1 was read as T cruzi intra 8.4 and INS-1E ATP HTS -5.7.
For Cc1noc(C)c1NC(=O)Nc1cccc2c1O[C@H](CN(C)Cc1ccc(Oc3ccccc3)cc1)[C@H](C)CN([C@@H](C)CO)C2=O the results were T cruzi intra -11.6 and INS-1E ATP HTS -11.7.
For Cc1noc(C)c1NC(=O)N(C)C[C@H]1Oc2ccc(NS(=O)(=O)c3ccc(Cl)cc3)cc2CC(=O)N([C@@H](C)CO)C[C@H]1C the results were T cruzi intra -13.7 and INS-1E ATP HTS 7.0.
Cc1ccc(S(=O)(=O)Nc2ccc3c(c2)C(=O)N([C@H](C)CO)C[C@H](C)[C@@H](CN(C)Cc2ccc(C(F)(F)F)cc2)OCCCC[C@@H](C)O3)cc1 was read as T cruzi intra 53.3 and INS-1E ATP HTS -15.9.
`COc1ccc(NC(=O)Nc2ccc3c(c2)C(=O)N([C@H](C)CO)C[C@H](C)[C@H](CN(C)S(C)(=O)=O)OCCCC[C@@H](C)O3)cc1` gave T cruzi intra -18.3 and INS-1E ATP HTS 4.7.
For C[C@@H]1CCCCO[C@H](CN(C)C(=O)Nc2ccc(F)cc2)[C@@H](C)CN([C@H](C)CO)C(=O)c2cc(NC(=O)Nc3ccc(C(F)(F)F)cc3)ccc2O1 the results were T cruzi intra 62.2* and INS-1E ATP HTS -31.7.
Screening Cc1cc(C(=O)Nc2cccc3c2O[C@H](CN(C)Cc2ccc4c(c2)OCO4)[C@H](C)CN([C@H](C)CO)C3=O)n(C)n1 returned T cruzi intra -11.8 and INS-1E ATP HTS -2.7.
Screening C[C@H]1CN([C@@H](C)CO)C(=O)c2cccc(NS(=O)(=O)c3ccc(F)cc3)c2O[C@H]1CN(C)C(=O)Nc1ccccc1 returned T cruzi intra -1.4 and INS-1E ATP HTS -1.4.
`C[C@@H]1CN([C@H](C)CO)C(=O)c2cc(N(C)C)ccc2O[C@H]1CN(C)S(=O)(=O)c1ccc(Cl)cc1` gave T cruzi intra -7.8 and INS-1E ATP HTS -7.0.
Screening COc1ccc(NC(=O)Nc2ccc3c(c2)C(=O)N([C@H](C)CO)C[C@H](C)[C@H](CN(C)S(C)(=O)=O)O3)cc1 returned T cruzi intra -15.8 and INS-1E ATP HTS 5.1.
C[C@@H]1CN([C@H](C)CO)C(=O)c2cc(NS(=O)(=O)c3ccc(Cl)cc3)ccc2O[C@H]1CN(C)C(=O)Nc1ccc(F)cc1 was read as T cruzi intra 1.8 and INS-1E ATP HTS 0.0.
For C[C@H]1CN([C@@H](C)CO)C(=O)c2cccc(NC(=O)C3CC3)c2O[C@@H]1CN(C)CC1CC1 the results were T cruzi intra -0.7 and INS-1E ATP HTS 1.1.
For COc1ccc(S(=O)(=O)Nc2ccc3c(c2)C(=O)N([C@@H](C)CO)C[C@H](C)[C@@H](CN(C)C(=O)Nc2ccc4c(c2)OCO4)O3)cc1 the results were T cruzi intra -7.0 and INS-1E ATP HTS -1.9.
Screening C[C@@H]1CN([C@H](C)CO)C(=O)c2cccc(NS(=O)(=O)c3ccc(F)cc3)c2O[C@@H]1CN(C)Cc1ccc(C(=O)Nc2ccccc2N)cc1 returned T cruzi intra 60.2* and INS-1E ATP HTS 27.1.
C[C@H](CO)N1C[C@H](C)[C@@H](CN(C)Cc2ccc(Oc3ccccc3)cc2)Oc2ccc(NC(=O)Nc3ccccc3)cc2C1=O was read as T cruzi intra -7.0 and INS-1E ATP HTS -10.6.
